NLRP3 yeast inh: NALP3 inhibition in yeast; Yeast reconstituted NLRP3/ASC/caspase-1, beta-gal luminescence, 24 h; inhibition, % at 10 µM; hit rate 0.39% among 330,000; AID 2825;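 active = inhibition of 50% or more; inactive = inhibition below 50%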;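 also: plate controls were induced DMSO wells for no effect and uninduced yeast grown without galactose for full effect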
SENP7 block: SENP7 protease inhibition. recombinant SENP7, Z-RLRGG-aminoluciferin luminescence, 40 min. Q9BQF6. inhibition, % at 5 µM. hit rate 1.5% among 330,000;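 active = inhibition above about 50% at the single test dose, limit read from the data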;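 also: plate controls were DMSO with enzyme for no effect and no enzyme buffer wells for full effect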
HKDC1 inh: inhibitors of human hexokinase HKDC1; Q2TB90; recombinant HKDC1, G6PDH/diaphorase resazurin coupled fluorescence; inhibition, % at 20 µM; hit rate 0.16% among 340,000; AID 493160;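 active = inhibition above about 35% when tested at 20 µM, limit read from the data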;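 also: plate controls were DMSO wells with enzyme for no effect and DMSO wells lacking enzyme for full effect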
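Assay system: recombinant HKDC1 hexokinase; detection: coupled resazurin fluorescence, excitation 525 nm, emission 613 nm; benchmarks: DMSO-plus-enzyme-mix negative control, buffer-substituted positive control; compound dosing: single 20 µM dose; schedule: 90 min at room temperature in dark; also added: glucose plus 1 mM ATP as hexokinase substrates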
SENP8 block-1: inhibitors of human SENP8 protease | Q96LD8 | recombinant SENP8, Nedd8 substrate fluorescence | inhibition, % at 20 µM | hit rate 0.64% among 360,000 | AID 602440; in the data active = inhibition mostly above about 40%, no sharp cut-off; inactive = mostly below about 27%
SENP1 inh: inhibitors of human SENP1 SUMO protease catalytic domain. Q9P0U3. recombinant SENP1 catalytic domain, CyPet-SUMO1-YPet FRET cleavage. inhibition, % at 10 µM. hit rate 0.21% among 360,000;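 active = inhibition at least 30% at 10 µM, raw YFP signal under a set limit, fluorescence ratio 0.5 to 1.5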;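 also: 0% = enzyme with DMSO and 100% = no enzyme wells; some results filed as inactive read as strong as hits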
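Material: hSENP1 catalytic domain, recombinant; medium: Tris pH 8 with BME, BSA, NP40 and catalase; compound: single concentration of 10 µM compound, 0.5% DMSO final; technique: FRET read of cyan and yellow fluorescence; timing: 50 min enzyme reaction, room temperature, light-protected; reagent: SFCypet-SUMO1-SFYpet substrate at 25 nM; control set: no-enzyme low, enzyme-DMSO high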
SENP8 block-2: inhibitors of human SENP8 protease; Q96LD8; purified SENP8, Z-RLRGG-aminoluciferin cleavage, luminescence; inhibition, % at 10 µM; hit rate 1.2% among 330,000; AID 2540; in the data active = inhibition above about 50%
Apaf-1 inh: inhibitors of human Apaf-1 apoptosome | AID 489030 | inhibition, % at 20 µM | reconstituted apoptosome caspase-3 activity, DEVD-Rh110 fluorescence | hit rate 0.71% among 330,000; active = inhibition of at least 40% at 20 µM;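 also: plate controls were DMSO wells for no effect and DEVD-CHO caspase inhibitor wells for full effect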
Target sequence (O14727 whole entry, looked up): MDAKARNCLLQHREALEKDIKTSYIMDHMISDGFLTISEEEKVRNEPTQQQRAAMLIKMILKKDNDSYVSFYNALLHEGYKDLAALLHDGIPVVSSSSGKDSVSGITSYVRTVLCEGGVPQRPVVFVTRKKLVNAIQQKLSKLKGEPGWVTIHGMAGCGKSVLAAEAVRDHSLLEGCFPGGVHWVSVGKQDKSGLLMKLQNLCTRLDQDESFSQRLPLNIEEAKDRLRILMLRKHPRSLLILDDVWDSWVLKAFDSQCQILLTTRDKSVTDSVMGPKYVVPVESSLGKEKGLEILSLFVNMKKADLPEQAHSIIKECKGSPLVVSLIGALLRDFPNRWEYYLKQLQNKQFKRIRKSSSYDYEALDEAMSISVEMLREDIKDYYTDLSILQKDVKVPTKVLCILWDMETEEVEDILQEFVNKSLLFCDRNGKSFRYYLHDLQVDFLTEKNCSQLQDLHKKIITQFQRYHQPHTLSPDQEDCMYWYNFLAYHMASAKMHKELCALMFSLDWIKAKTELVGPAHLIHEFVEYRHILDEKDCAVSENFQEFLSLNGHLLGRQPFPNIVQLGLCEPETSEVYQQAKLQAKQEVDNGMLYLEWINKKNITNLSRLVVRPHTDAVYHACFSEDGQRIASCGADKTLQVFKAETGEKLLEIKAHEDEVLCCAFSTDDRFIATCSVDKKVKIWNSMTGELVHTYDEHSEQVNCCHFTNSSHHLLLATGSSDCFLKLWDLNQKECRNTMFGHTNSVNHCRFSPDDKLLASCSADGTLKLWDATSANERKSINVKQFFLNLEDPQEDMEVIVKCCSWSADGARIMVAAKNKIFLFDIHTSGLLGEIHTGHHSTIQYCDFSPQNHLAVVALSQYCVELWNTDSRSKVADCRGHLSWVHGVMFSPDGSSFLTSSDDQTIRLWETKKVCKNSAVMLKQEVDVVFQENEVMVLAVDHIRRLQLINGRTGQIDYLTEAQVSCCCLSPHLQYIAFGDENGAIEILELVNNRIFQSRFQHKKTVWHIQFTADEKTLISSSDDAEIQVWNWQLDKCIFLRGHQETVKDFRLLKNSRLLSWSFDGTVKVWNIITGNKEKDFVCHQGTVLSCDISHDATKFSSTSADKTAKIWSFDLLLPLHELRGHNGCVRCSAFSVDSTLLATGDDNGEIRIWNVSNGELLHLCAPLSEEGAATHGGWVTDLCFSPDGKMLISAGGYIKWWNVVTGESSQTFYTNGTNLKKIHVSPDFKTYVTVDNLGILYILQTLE
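Material: reconstituted apoptosome with Apaf-1, cytochrome c, caspase-9, procaspase-3, dATP / Buffer or medium: pH 7.5 Hepes buffer with CHAPS, BSA, DTT / Also added: cytochrome c with DEVD-Rh110 / Schedule: compound with Apaf-1, dATP, procaspase-3 30 min, then 50 min reaction, room temperature / Technique: rhodamine 110 fluorescence at Ex 480/Em 540 nm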
SENP6 inh: blocks the human protease SENP6; Q9GZR1; hit rate 1.8% among 330,000; inhibition, % at 10 µM; Recombinant SENP6 catalytic domain, aminoluciferin luminescence;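 active = inhibition above about 50% at the single tested dose, limit read from the data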;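 also: plate controls were DMSO wells with enzyme for no effect and DMSO wells lacking enzyme for full effect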
PfGluPho inh: PfG6PD (Plasmodium falciparum) enzyme inhibition; inhibition, % at 20 µM; hit rate 0.78% among 350,000; PfGluPho enzyme, NADPH resazurin-diaphorase fluorescence;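 active = inhibition reaching at least a set limit at 20 µM in the primary screen, cut at about 59% in these data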;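 also: 0% = DMSO wells with substrate and 100% = DMSO wells lacking glucose-6-phosphate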
An asterisk follows results filed as active; x = no result given.

SMILES	NLRP3 yeast inh	SENP7 block	HKDC1 inh	SENP8 block-1	SENP1 inh	SENP8 block-2	Apaf-1 inh	SENP6 inh	PfGluPho inh
O=C(Cc1cccs1)N=Nc1c(O)[nH]c2ccc(Br)cc12	5	6	2	21	2	5	-16	-30	12
Cc1ccc(OCCn2cc(C(=O)O)c3ccccc32)cc1	20	11	-8	1	0	-10	15	2	-5
O=C(CCc1nc(-c2cccs2)no1)NCc1ccc(F)cc1Cl	7	-1	6	18	0	1	2	-3	15
O=C(Oc1cc(=O)oc2ccccc12)c1ccccc1	16	4	-6	9	2	2	-13	2	-2
CO/N=C/NC(=O)NOCc1ccc(Cl)cc1Cl	-8	6	-4	8	3	-2	14	7	5
CCn1c(NC(=O)c2ccc(C)cc2)c2ccccc2nc1=O	17	4	-3	7	5	6	3	-6	72*
C=CCn1c(=O)c(C(=O)Nc2ccccc2C)c(O)c2ccccc21	8	7	-2	-40	2	-7	5	-3	15
CN(C)C1=NCCN1CC1CCCCC1	10	-6	-1	6	-2	-1	3	-3	-6
COc1ccc(CN2C3CCCC2CC(NC(=O)Nc2ccccc2C)C3)cc1 (stereo not drawn)	-1	7	-2	8	2	7	5	-3	-8
Cc1ccc(S(=O)(=O)N(C)C)cc1NC(=S)NNC(=O)C1CC1	2	-2	6	3	-1	-3	-1	-15	3
N#Cc1ccc(CSc2nnc(-c3ccccn3)n2-c2ccccc2)cc1	0	-5	5	16	-1	-11	4	-23	-2
Cc1nc2c(c(N3CCOCC3)n1)OCC(=O)N2	12	6	-5	14	2	3	4	5	-16
CSc1nc(N2CCOCC2)c2c3c(sc2n1)CCCC3	21	0	7	-83	0	-1	7	-19	0
CC(C)NC(=O)c1ccc(S(=O)(=O)N(C)C)cc1	16	3	15	7	-21	1	-5	3	-8
O=C(CCN1CCOCC1)Nc1ccc2c(c1)N(C(=O)CN1CCOCC1)c1ccccc1CC2	12	-8	-9	-1	2	-3	1	-18	5
O=C(O)CCC(=O)OCCN(Cc1ccc(Oc2ccc([N+](=O)[O-])cc2)cc1)C(=O)C(Cl)Cl	x	x	4	9	-1	x	x	x	-6
CC1CCCC(C)N1C(=O)COc1ccc(C(=O)N/N=C/c2ccc(C(=O)O)cc2)cc1 (stereo not drawn)	12	-3	-3	8	1	5	-6	-17	1
CCCC(C(=O)N(C)CC(=O)Nc1ccc(N2CCOCC2)cc1)c1ccccc1 (stereo not drawn)	7	-1	-7	16	-2	6	13	-2	-3
O=C(N/N=C1\CCCc2ccccc21)C(O)c1ccccc1 (stereo not drawn)	-9	2	-5	-3	-1	-3	-6	4	8
Cc1ccnc(NC(=O)c2ccc(COc3ccc(Cl)cc3)o2)c1	41	2	4	-29	-4	-10	16	-16	5
Cc1cc(Br)ccc1NC(=O)CN(C)C(=O)c1cc(S(=O)(=O)N(C)C)ccc1N1CCCC1	8	-5	-3	16	2	-7	10	-10	1
Nc1nc(-c2ccco2)nn1C(=O)CCc1ccccc1	8	1	0	32	3	6	-3	-3	4
CCOc1ccccc1NC(=O)N1CCCC1C(=O)NCc1cccs1 (stereo not drawn)	0	-5	-4	9	1	0	6	-27	5
O=C1C2C3C=CC(C3=C3CCCCC3)C2C(=O)N1c1ccccc1 (stereo not drawn)	58*	0	2	33	5	-2	4	-5	-8
COCCCNC(=S)Nc1ccccc1C	-8	-7	-11	0	-2	-6	-14	-6	8
COc1ccc(/C=N/N(c2ccccc2)c2ccccc2)cc1O	22	4	3	-12	-2	2	7	2	12
Cc1nnsc1C(=O)NNS(=O)(=O)c1cc(C(F)(F)F)cc(C(F)(F)F)c1	-4	10	1	19	3	1	-18	-4	-18
COC(=O)c1c(-c2ccc(C(C)(C)C)cc2)csc1NC(=O)C1C2CCC(O2)C1C(=O)O (stereo not drawn)	-13	2	-17	5	0	-3	4	4	70*
COc1ccc(NC2CCCN(C(=O)c3cccnc3)C2)cc1 (stereo not drawn)	1	-8	-2	11	1	-5	1	-13	2
Cn1cc([N+](=O)[O-])c(C(=O)Nc2ccn(C34CC5CC(CC(C5)C3)C4)n2)n1	-7	-8	-3	0	-1	-5	7	-20	18
CC(C)(C)N(CC#CCC(O)(c1ccccc1)c1ccccc1)CCO	19	1	8	20	2	6	7	1	13
Cc1cccc(C(=O)NNC(=O)c2ccco2)c1	6	-15	-2	13	0	-8	5	-1	-18
Cn1c(=O)c2c(ncn2CC(=O)NC[C@H]2O[C@@H](n3cnc4c(N)ncnc43)[C@H](O)[C@@H]2O)n(C)c1=O	x	1	19	8	1	x	6	x	-7
COc1ccc(-c2cc(-c3ccccc3)nc(N)n2)c(O)c1	x	x	4	8	-3	x	x	x	4
O=C(O)CC(NC(=O)CC(c1ccccc1)c1ccccc1)c1cccc([N+](=O)[O-])c1 (stereo not drawn)	-10	-10	-3	15	2	-6	6	-24	-6
O=C1CN(C(=O)COC(=O)c2oc3ccccc3c2COc2ccccc2)c2ccccc2N1	-4	-4	4	21	1	-11	25	-10	5
N#Cc1c(=O)c2nc(NCc3ccccc3)ncc2n2ccccc12	6	5	10	-308	-32	-2	16	9	22
Cc1cc(/C(O)=C2\C(=O)C(=O)N(CCN(C)C)C2c2ccncc2)ccc1OCc1ccccc1 (stereo not drawn)	26	-8	-7	19	1	-8	8	-8	3
Cc1ccccc1N(C)S(=O)(=O)c1nnc(NC(=O)c2ccco2)s1	11	4	7	-175	-10	5	6	-6	-8
COc1ccc(Sc2ncnc3onc(C)c23)cc1	38	-2	-11	4	2	-7	-6	-14	12
COC(=O)c1ccc(C(=O)OC)c(NC(=O)CN2CCCCC2)c1	38	11	-9	-12	-1	-1	5	1	-10
O=C(C1CCN(CCCc2ccccc2)CC1)N1CCCCC1	21	-2	-7	39	5	-1	-15	4	3
CCOC(=O)C1(Cc2ccccc2C)CCCN(Cc2cn(C)nc2C)C1 (stereo not drawn)	16	-1	-9	2	0	-1	4	3	2
O=C(Nc1ccc(S(=O)(=O)Nc2ncccn2)cc1)c1ccc(S(=O)(=O)N2CCCC2)cc1	14	-6	4	10	-7	-2	1	-6	-18
CCOc1cc(N2CCOCC2)c(OCC)cc1NC(=O)c1cc(C)nc2ccccc12	5	-1	4	31	4	2	-9	-5	0

The last 2 compounds of the part before come first, to join the parts:
SMILES	NLRP3 yeast inh	SENP7 block	HKDC1 inh	SENP8 block-1	SENP1 inh	SENP8 block-2	Apaf-1 inh	SENP6 inh	PfGluPho inh
O=C(Nc1ccc(S(=O)(=O)Nc2ncccn2)cc1)c1ccc(S(=O)(=O)N2CCCC2)cc1	14	-6	4	10	-7	-2	1	-6	-18
CCOc1cc(N2CCOCC2)c(OCC)cc1NC(=O)c1cc(C)nc2ccccc12	5	-1	4	31	4	2	-9	-5	0
Cn1cccc1C(=O)NC(=O)COC(=O)c1cc([N+](=O)[O-])ccc1Cl	1	-4	2	8	2	3	5	3	-7
O=C(Cn1cnc2ccccc2c1=O)N(Cc1ccco1)c1ccc(O)cc1	5	1	-9	7	-1	-2	-18	-10	-14
COc1ccc(C(=O)Nc2ccc(C(=O)N3CCCCC3C)cc2)c(OC)c1OC (stereo not drawn)	21	-4	-6	7	-4	3	14	3	-9
CCn1c2ccccc2c2cc(NS(=O)(=O)c3ccc(C)cc3)ccc21	11	-1	0	2	9	-7	14	14	0
Cc1nn(C)c(C)c1CS(=O)(=O)c1ccccc1	4	0	7	9	2	5	1	7	-6
CNC(=O)NC(=O)C(C)OC(=O)c1ccc(Cl)c(S(=O)(=O)Nc2ccc(F)cc2)c1 (stereo not drawn)	-5	-6	-4	12	3	-7	-4	-12	-26
O=C(NCCN1C(=O)S/C(=C\c2ccc(F)cc2)C1=O)C1CCN(S(=O)(=O)c2cccs2)CC1	7	-5	-7	12	1	-6	-6	-13	-13
O=C(NCC1CCCO1)C1CC(c2ccc(Cl)c(Cl)c2)=NO1 (stereo not drawn)	21	3	-5	8	1	-1	-14	4	-10
Cc1nn(CCCC(=O)Nc2cc(Oc3ccc(F)cc3)cc([N+](=O)[O-])c2)c(C)c1[N+](=O)[O-]	11	3	10	15	0	-6	-3	7	8
COc1ccc(C(=O)NCC(=O)OCC(=O)Nc2sccc2C#N)cc1OC	3	-9	-8	-12	-30	-2	0	3	7
O=c1[nH]c2c(s1)C(c1ccco1)C1C3CCC(C3)C1S2 (stereo not drawn)	6	-2	0	29	-30	-3	23	-10	4
COc1cc(OC)cc(-c2sc3ccc(OC)cc3c2C#CC(C)(C)O)c1	3	-10	-2	-495	-1	-9	4	-6	17
O=C1/C(=C/c2cccnc2)SC(=NCc2ccccc2)N1Cc1ccccc1	5	0	17	5	0	-7	9	3	-20
COc1cc(-c2nnn(Cc3ccccc3C)n2)cc(OC)c1OC	20	-1	-6	15	0	4	8	3	-3
COc1ccc(N2CCN(C(=O)c3cc4c(=O)n(Cc5ccccc5)ccc4nc3C)CC2)cc1	6	-2	-3	-52	-3	3	4	8	7
O=C(c1cccs1)N1CCCC1	2	1	3	21	2	15	-10	-3	-9
COC(=O)[C@@]12CCCN1[C@H](c1ccc(-c3ccc(F)cc3)cc1)[C@H]1C(=O)N(C)C(=O)[C@H]12	1	2	2	6	-1	4	14	10	4
CCOc1ccc2nc(SCc3ccc(OC)cc3)sc2c1	11	-2	5	10	1	-15	16	-18	16
Cc1cc(C(=O)NNC(=O)CCN2CCN(c3ccccc3)CC2)c2ccccc2n1	17	-7	-8	0	-1	-4	-3	3	-13
CC1(C)C(=O)Nc2ccccc2N1C(=O)CSc1nc(-c2ccccc2)cs1	17	3	-5	20	3	0	0	27	5
CC(C)OC(=O)c1cc(-c2ccc(C=O)o2)ccc1Cl	28	0	-4	-36	-7	7	12	17	4
O=C1S/C(=C\c2ccc(N3CCOCC3)o2)C(=O)N1c1ccccc1	1	-2	-6	-2	24	-1	9	7	43
COc1cccc(C(=O)NCC(=O)N/N=C/c2cccs2)c1	9	5	-1	20	3	3	-10	-10	3
Cc1ccc(C(=O)N[C@H](C(=O)OCC(=O)Nc2cccc(S(N)(=O)=O)c2)C(C)C)cc1	9	1	-3	12	4	3	-21	-4	2
CC(=O)c1cccc(NC(=O)N2CCC(NC(=O)C34CC5CC(CC(C5)C3)C4)CC2)c1	5	0	-4	10	3	8	-6	15	-5
Cc1c(NC(=O)CN2C(=O)NC3(CCCCC3)C2=O)c(=O)n(-c2ccccc2)n1C	1	0	-1	14	0	-2	-11	-4	-17
O=c1cc(-c2c(O)c3ccccc3n(Cc3ccccc3)c2=O)[nH][nH]1	-6	-9	-10	-348	-4	-11	17	15	-19
Cn1c(SCc2ccccn2)nc2c1c(=O)[nH]c(=O)n2C	-1	1	-4	12	2	2	-6	1	14

Record cards, from the list above:
`Cc1cc(C(=O)NNC(=O)CCN2CCN(c3ccccc3)CC2)c2ccccc2n1` as listed: NLRP3 yeast inh: 17; SENP7 block: -7; HKDC1 inh: -8; SENP8 block-1: 0; SENP1 inh: -1; SENP8 block-2: -4; Apaf-1 inh: -3; SENP6 inh: 3; PfGluPho inh: -13
`CC(C)OC(=O)c1cc(-c2ccc(C=O)o2)ccc1Cl` as listed: NLRP3 yeast inh: 28; SENP7 block: 0; HKDC1 inh: -4; SENP8 block-1: -36; SENP1 inh: -7; SENP8 block-2: 7; Apaf-1 inh: 12; SENP6 inh: 17; PfGluPho inh: 4
